# Vif-APOBEC3F blk: inhibitors of Vif-A3F interaction; HeLa A3F-eYFP + Vif (tagged APOBEC3F with the HIV-1 protein that degrades it), YFP fluorescence increase; Potency, µM (titrated, usually from 46.1 µM), inactives show at the top dose activity, negative = active; actives 0.2% (n = 390,000); AID 602313; further: potency means the concentration at half of the fitted maximal effect; % of control where 0% means no effect; nearly all actives have a fitted effect of over 65% in size
#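 Fluorescence increase (Ex 488/Em 500-530) after overnight compound treatment at 37 deg C flags inhibition of Vif-driven A3F-eYFP loss in stable HeLa A3F-eYFP/Vif cells seeded overnight beforehand.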
# TrxR1 inh: inhibitors of rat thioredoxin reductase 1; actives 1% (n = 390,000); O89049; Potency, µM (highest dose often 114 µM), without a hit: top-dose activity change, negative = inhibition, hits mostly inhibitors; recombinant rTrxR1, NADPH fluorescence consumption, selenite substrate; AID 588453; further: potency means the concentration at half of the fitted maximal effect; on the % scale 0 is the no-effect control and ±100 the full control effect; nearly all actives have a fitted effect of over 65% in size
# Target sequence (O89049 whole entry, looked up): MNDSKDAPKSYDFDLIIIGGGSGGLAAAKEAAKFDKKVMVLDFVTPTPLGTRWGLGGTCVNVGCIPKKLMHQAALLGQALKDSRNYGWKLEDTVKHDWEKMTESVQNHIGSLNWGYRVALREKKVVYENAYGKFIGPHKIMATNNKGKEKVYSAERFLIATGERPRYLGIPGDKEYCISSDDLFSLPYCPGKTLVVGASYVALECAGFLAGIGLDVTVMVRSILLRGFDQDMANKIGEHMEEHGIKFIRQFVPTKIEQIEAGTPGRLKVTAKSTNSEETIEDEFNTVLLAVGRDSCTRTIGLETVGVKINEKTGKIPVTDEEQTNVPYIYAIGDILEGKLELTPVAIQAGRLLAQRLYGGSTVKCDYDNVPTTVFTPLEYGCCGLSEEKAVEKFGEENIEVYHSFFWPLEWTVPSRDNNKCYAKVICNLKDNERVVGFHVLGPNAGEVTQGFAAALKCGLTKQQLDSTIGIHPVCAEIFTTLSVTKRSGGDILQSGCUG
#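 Rat TrxR1 (90 nM in the dispensed reagent) was pre-reduced with 400 uM NADPH for 5 min at room temperature, then incubated with compound for 15 min. After 400 uM selenite was added, NADPH fluorescence (Ex 340/Em 450 nm) was followed for 8 min.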
# Vif-A3G inh: inhibitors of Vif-APOBEC3G interaction; Q9HC16; HeLa A3G-eYFP + Vif (tagged APOBEC3G with the HIV-1 protein that degrades it), YFP fluorescence, overnight; Potency, µM (highest dose often 46.1 µM), for the others: at the highest dose activity, negative = active, most hits filed as inhibitors; actives 0.076% (n = 410,000);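 further: potency means the concentration at half of the fitted maximal effect; on the % scale 0 is the no-effect control and ±100 the full control effect; nearly all actives have a fitted effect of over 60% in size; hits raise eYFP signal because A3G escapes Vif-driven loss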
# Target sequence (Q9HC16 whole entry, looked up): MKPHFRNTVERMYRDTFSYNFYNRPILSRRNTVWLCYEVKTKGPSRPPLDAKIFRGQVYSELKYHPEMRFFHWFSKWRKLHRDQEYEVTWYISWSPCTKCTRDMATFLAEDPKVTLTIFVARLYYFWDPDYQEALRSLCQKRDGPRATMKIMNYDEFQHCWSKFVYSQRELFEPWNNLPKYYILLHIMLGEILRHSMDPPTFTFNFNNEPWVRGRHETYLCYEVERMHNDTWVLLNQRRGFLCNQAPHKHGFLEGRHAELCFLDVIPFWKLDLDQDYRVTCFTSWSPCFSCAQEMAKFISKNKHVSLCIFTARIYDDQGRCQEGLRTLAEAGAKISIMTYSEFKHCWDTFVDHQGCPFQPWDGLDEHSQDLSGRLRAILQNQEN
#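 HeLa cells stably expressing Vif and C-terminally eYFP-tagged A3G, seeded overnight at 37 deg C, then exposed to compound by pintool overnight at 37 deg C. Rise in yellow fluorescence (Ex 488/Em 500-530, Acumen) marks blocked Vif-driven A3G degradation.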
# TrxR1 substrate: substrates of rat thioredoxin reductase 1 | O89049 | purified TrxR1 substrate turnover, NADPH consumption readout | Potency, µM (highest dose often 114 µM), for the others: top-dose activity change, negative = substrate turnover | actives 0.01% (n = 390,000); further: potency means the concentration at half of the fitted maximal effect; on the % scale 0 is the no-effect control and ±100 the full control effect; nearly all actives have a fitted effect of over 50% in size
#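 Rat TrxR1, dispensed at 90 nM, was prereduced with 400 uM NADPH (final) for 5 min at ~22 deg C, then incubated with compound 15 min before 400 uM selenite. A first-read NADPH fluorescence drop versus no-compound background flagged substrates.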
# USP1 inh: USP1/UAF1 (human) deubiquitinase inhibition | O94782 | recombinant USP1/UAF1, Ub-Rhodamine cleavage fluorescence | actives 0.23% (n = 390,000) | Potency, µM (top dose mostly 57.1 µM), inactives show at the top dose activity change, negative = inhibition, actives largely listed as inhibitors; further: potency means the concentration at half of the fitted maximal effect; on the % scale 0 is the no-effect control and ±100 the full control effect; nearly all actives have a fitted effect of over 60% in size; inactives centre near -12
#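 USP1/UAF1 complex at 1 nM was preincubated with compound for 15 min at room temperature, then Ub-Rho substrate (150nM final) was added. Fluorescence (480/540 nm) was read kinetically, 6 reads every 60 seconds.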
# RGS4 inh: blocks human RGS4-accelerated GTP hydrolysis; P49798; Potency, µM (doses to about 114 µM), for inactives: at the top dose activity change, negative = inhibition, hits mostly inhibitors; actives 0.039% (n = 390,000); AID 504845; Transcreener GDP fluorescence polarization, RGS4-accelerated GTP hydrolysis; further: potency means the concentration at half of the fitted maximal effect; on the % scale 0 is the no-effect control and ±100 the full control effect; nearly all actives have a fitted effect of over 75% in size; some results filed as inactive show a strong effect at the top dose
# Target sequence (P49798 whole entry, looked up): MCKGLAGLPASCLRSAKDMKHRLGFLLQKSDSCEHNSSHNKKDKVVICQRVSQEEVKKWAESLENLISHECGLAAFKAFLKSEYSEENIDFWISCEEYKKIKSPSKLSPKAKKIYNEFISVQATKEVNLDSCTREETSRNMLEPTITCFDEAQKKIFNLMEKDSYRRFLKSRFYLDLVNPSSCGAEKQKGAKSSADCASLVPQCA
#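 MLSMR compounds (23 nl, pin-transferred) preincubated 10 min at room temperature with a 500nM (2x) first reagent, then RGS4 at 900nM (2x) plus Transcreener GDP mix added; fluorescence polarization (620/688 nm) read before and after 90 min at 30 °C.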
# Glioma ERSR ind: inducers of ER stress response in human glioma cells. U87-MG GRP78 promoter luciferase reporter, 16 h. Potency, µM, without a hit: at the top dose activation, most hits filed as activators. actives 0.02% (n = 420,000). AID 602332; further: potency means the concentration at half of the fitted maximal effect; series mostly up to about 76 µM; % of control where 0% means no effect; nearly all actives have a fitted effect of over 35% in size
#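 Stably transfected U87-MG human glioma cells carrying a GRP78-based luminescent sensor were seeded at 1000 cells/well, pin-dosed with compounds and incubated 16 h. Luciferase reagent was then added, and end-point luminescence was read after 10 min at room temperature.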
# LDHA inh: blocks human lactate dehydrogenase A | AID 1347041 | actives 0.15% (n = 480,000) | P00338 | activity change, % (values are at about 110 or 230 µM) | purified LDHA, NADH/diaphorase-resazurin fluorescence; active compounds read low; in the data active means activity change below about -30%; inconclusive means mostly about -25% to -30%;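 further: plate controls were DMSO wells for no effect and wells without enzyme for full effect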
#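 Human LDH5 at 2 nM final in Tris HCl pH 7.4 with 0.06 mM NADH and 0.2 mM pyruvate, reacted 5 minutes at room temperature. Remaining NADH coupled via diaphorase/resazurin; resorufin fluorescence read at 0 and 20 minutes, normalized to enzyme-free and DMSO wells.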
# mIDH1 inhibitor: inhibitors of human mutant IDH1 R132H; O75874; IDH1-R132H enzyme, NADPH consumption, diaphorase/resazurin fluorescence; Potency, µM (doses to about 76.6 µM), for inactives: at the highest dose activity change, negative = inhibition, hits mostly inhibitors; actives 0.093% (n = 390,000); AID 602179; further: potency means the concentration at half of the fitted maximal effect; on the % scale 0 is the no-effect control and ±100 the full control effect; nearly all actives have a fitted effect of over 65% in size
#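 IDH1-R132H (0.5 ug/mL) preincubated 30 min with compound, then NADPH (0.016 mM) and alpha-KG (2 mM) added; 80 min at RT, pH 7.5. Remaining NADPH coupled via diaphorase/resazurin to fluorescence (540/590 nm); concentration-response curves normalized to no-enzyme control.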
# Starred values were filed as active, the others as inactive; ? = inconclusive; . = no result given; & = joins results of further samples; [ ] = remark or other dose. Unless noted, the call rests on the fitted dose curve; in most records, active means well fitted curve in the direction sought with a large enough effect; inconclusive means small, poorly fitted or top-dose-only effect, or another doubt; inactive means no such curve, though single readings can be large; an effect the other way counts as inactive or inconclusive.
SMILES,Vif-APOBEC3F blk,TrxR1 inh,Vif-A3G inh,TrxR1 substrate,USP1 inh,RGS4 inh,Glioma ERSR ind,LDHA inh,mIDH1 inhibitor
O=C(O)c1nccnc1C(=O)Nc1ccccc1N1CCOCC1,1%,10%[57.1 µM],5%,2%[57.1 µM],-5%,1%,2%,-6,-8%
O=C1/C(=C/c2cccnc2)SC(=S)N1c1ccc(O)cc1,0%,15%,-13%,0%,-22%,?,2%,-2,4%
C=CCSc1nc(N)c2c(C)c(C)sc2n1,-2%,5%,1%,-6%,-10%,29%,?,-8,13%
O=C(c1cncc(Br)c1)N1CCN(c2ccc(N3CCOCC3)nn2)CC1,2%,24%,-3%,31%[activator],-4%,24%,-4%,-2,-4%
COc1ccc2nc(C)cc(SCC(=O)NNC(=O)COc3ccccc3)c2c1,-1%,1%,-1%,-2%,-6%,-19%,-4%,-5,-4%
O=C(NC1=NCCS1)c1cccc(Br)c1,16%,24%[11.4 µM],-1%,13%[11.4 µM],?,-15%,-2%,-6,4%
Cn1c(CCN2CCOCC2)nc2cc(NC(=O)COc3ccc(Cl)cc3)ccc21,1%,?,0%,-17%,-6%,-30%,-2%,-2,-2%
COc1ccc(/C=C(\NC(=O)c2ccc([N+](=O)[O-])cc2)C(=O)NCCCn2ccnc2)cc1,-9%,7%[57.1 µM],-2%,2%[57.1 µM],-3%,-22%,-2%,-4,-4%
Cc1ccc(CNC(=O)CN(c2cc(C)cc(C)c2)S(=O)(=O)c2c(C)noc2C)cc1,-3%,10%,3%,-2%,-23%,-23%,-4%,2,14%
O=C(CN1C(=O)NC2(CCCC2)C1=O)Nc1ccccc1N1CCCCC1,8%,4%,1%,-4%,-11%,-32%,-6%,0,7%

# Next part (three carried over from the part before).
SMILES,Vif-APOBEC3F blk,TrxR1 inh,Vif-A3G inh,TrxR1 substrate,USP1 inh,RGS4 inh,Glioma ERSR ind,LDHA inh,mIDH1 inhibitor
COc1ccc(/C=C(\NC(=O)c2ccc([N+](=O)[O-])cc2)C(=O)NCCCn2ccnc2)cc1,-9%,7%[57.1 µM],-2%,2%[57.1 µM],-3%,-22%,-2%,-4,-4%
Cc1ccc(CNC(=O)CN(c2cc(C)cc(C)c2)S(=O)(=O)c2c(C)noc2C)cc1,-3%,10%,3%,-2%,-23%,-23%,-4%,2,14%
O=C(CN1C(=O)NC2(CCCC2)C1=O)Nc1ccccc1N1CCCCC1,8%,4%,1%,-4%,-11%,-32%,-6%,0,7%
Cc1cc(N2CCC(C(=O)Nc3ccc(F)cc3F)CC2)n2nc(C)c(-c3ccc(Cl)cc3)c2n1,-3%,25%,-1%,8%,-24%,0%,3%,1,-4%
C=C1c2cccc(C(F)(F)F)c2O[C@H](C(=O)OCC)[C@H]1OC,-5%,?,0%,-6%,-31%,-6%,-2%,5,12%
COc1ccc(C2=CC(c3ccc(OC)c(OC)c3)NC(=S)N2)cc1 (stereo not given),-1%,-7%,2%,5%,-14%,-46%,0%,1,2%
O=S(=O)(c1ccccc1)c1nc(-c2cccs2)oc1N1CCCCC1,1%,0%,2%,-8%,-16%,8%,-5%,-10,5%
CCNC(=O)NCc1c(C)c(C)n(Cc2ccccc2)c1-n1cccc1,-7%,-28%,-4%,-14%,-6%,-6%,3%,1,-13%
O=C1c2cccc(OCc3ccc(F)cc3)c2CCN1Cc1ccccc1,1%,-1%,-8%,-10%,-19%,-19%,-5%,-4,4%
Cc1ccc(NCc2cccnc2)cc1,.,-12%,2%,-4%,4%,5%,-2%,9,6%
CCOC(=O)C1(C)Oc2ccccc2C(C(=O)OC)=C1C(=O)OC (stereo not given),-1%,32µM*,2%,2%,-24%,?,0%&-5%,-7,0%
COCCCNCCCOc1ccc(Cl)cc1Br,-2%,16%,1%,5%,-8%,25%,-1%,0,1%
Cc1ccc(C(=O)NC(=S)Nc2ccc3[nH]c(=O)[nH]c3c2)cc1,0%,-21%[57.1 µM],-2%,-7%,-1%,10%,-4%,-3,3%
COc1ccc(NS(=O)(=O)c2cccs2)cc1S(=O)(=O)N1CCOCC1,6%,46%[57.1 µM],-4%,-9%[57.1 µM],-21%,-19%,1%,-4,9%
CCOC(=O)Cn1cnc2c(nnn2-c2ccccc2)c1=O,-2%,7%[57.1 µM],1%,2%[57.1 µM],-17%,-12%,-2%,-8,5%
COc1ccc(-c2noc(N3CCC(C(=O)NCc4ccc(Cl)cc4)CC3)n2)cc1,-3%,17%[57.1 µM],1%,3%[57.1 µM],-12%,6%,-2%,-2,2%
CCCCN(C)C(=O)c1cc2cc3ccc(OC)cc3nc2s1,-3%,-14%,0%,42%[activator],-20%,-9%[56.9 µM],-14%,1,11%
COc1ccccc1C(CNC(=O)c1oc2ccccc2c1C)N1CCCC1 (stereo not given),1%,4%,0%,-3%,-4%,20%,-2%,-5,1%
CC1=NOC(=O)/C1=C\c1ccccc1,15%,-6%[57.1 µM],0%,4%[57.1 µM],?,2%,-1%,-5,6%
COc1ccccc1NC(=O)c1ccc(NC(=O)COC(=O)C2CCCCC2)cc1,-7%,15%,2%,-3%,-21%,-10%,2%,0,-3%
CCC(=O)Nc1ccc(C(=O)CSc2nnc(-c3ccccc3F)n2CCc2ccccc2)cc1,6%,-8%,0%,-7%,-5%,-18%,-4%,-5,0%
COc1ccc(N(C(=O)/C=C/C(=O)Nc2cc(C)on2)C(C(=O)NC2CCCC2)c2ccccc2C)cc1 (stereo not given),1%,-18%,-28%,-3%,-26%,-3%,-7%,2,?
Cc1ccc(C(=O)NCC(=O)O)o1,-15%,17%,2%,6%,-23%,25%,-5%,-1,2%
COC(=O)C1=C(NC(=O)C2CCCCC2)CCS1,-1%,-23%,3%,-10%,1%,-30%,6%,-3,2%
CC(=O)Nc1ccc(N2CCCC2)cc1,2%,5%[57.1 µM],2%,23%[57.1 µM],-7%,-13%,-1%,14,9%
O=C(O)c1ccc(-c2ccccn2)s1,1%,11%[57.1 µM],-1%,8%[57.1 µM],-5%,-1%,1%,-4,10%
CCN(Cc1cnn(C)c1)C(=O)CC1C(=O)NCCN1Cc1cccc(OC)c1OC (stereo not given),7%,-1%[57.1 µM],-6%,3%[57.1 µM],2%,8%,-4%,-10,9%
CCOc1ccc(NC(=O)Cn2c(=O)n(CC3CCCO3)c(=O)c3ccccc32)cc1 (stereo not given),6%&-1%,28%&8%,1%&-1%,14%[0.0914 µM],-7%&-30%,-35%&-12%,-1%&1%,1&1,4%&5%
C=CCN(CC=C)S(=O)(=O)c1ccc(NC(=S)NC(=O)/C=C/c2ccccc2)cc1,-6%,13%[57.1 µM],-7%,-6%,-13%,25%,-9%,0,2%
O=C(O)CC1CCCc2ccccc2C1O (stereo not given),.,11%[57.1 µM],.,-11%[57.1 µM],.,-1%[56.9 µM],-4%,.,.
CCCCn1c(N)c(N(CC)C(=O)CSCC(=O)Nc2ccc(OC)cc2)c(=O)[nH]c1=O,-1%,10%,1%,1%,3%,-13%,-4%,-1,1%
Fc1ccccc1CSc1nnc(-c2cccs2)o1,-6%,8%,-4%,10%[57.1 µM],-10%,-5%,4%,-2,10%
COc1ccc(C(=O)COC(=O)c2ccc([N+](=O)[O-])s2)cc1OC,2%,6%,5%,-3%,-17%,-44%,-5%,-3,8%
COc1cc(-c2nnc(SCc3cc(=O)oc4cc(C)ccc34)o2)cc(OC)c1OC,1%,28%[57.1 µM],2%,2%[57.1 µM],-8%,-10%,1%,-3,4%
Cc1[nH]n(-c2ccccc2)c(=O)c1/C=N/O,-13%,-1%,?,4%,-22%,-12%,-7%,-2,6%
O=c1c2sc3nc(N4CCOCC4)c4c(c3c2ncn1CCc1ccccc1)CCCC4,-1%,-5%,-1%,-4%,-7%,6%,0%,-6,-1%
COc1ccc(CN2CCN(CC=C(C)C)C(CCO)C2)cc1Cn1cncn1 (stereo not given),-3%,6%[57.1 µM],2%,8%[57.1 µM],7%,37%,-2%,-4,-6%
Cn1c(Cc2ccccc2)nnc1SCC(=O)Nc1ccccc1N1CCOCC1,.,-18%,-1%,-8%,-5%,-20%,-1%,1,2%
Cc1[nH]n(-c2ccccc2)c(=O)c1N=Nc1ccc2c(c1)OCO2,-5%,14%,0%,7%,-15%,-4%,3%,3,0%
CC1(C)Cc2cccc(OCC(=O)OCc3nnc(-c4ccccc4)o3)c2O1,0%,23%,0%,9%,-6%,17%,-3%,-7,8%
COC(=O)c1cc2nc(-c3ccc(OC)c(OC)c3)cc(C(F)(F)F)n2n1,8%,8%[57.1 µM],-3%,4%[57.1 µM],2%,0%,-1%,-3,-1%
COc1cc(NC(=O)c2cc3ccccc3cc2OC)ccc1NC(=O)c1cccs1,-3%,21%,-14%,6%,-8%,12%,2%,-8,-8%
CC1(C)Cc2c(C#N)c(N)n(-c3ccccc3)c(=S)c2CO1,7%,3%[57.1 µM],-4%,-5%[57.1 µM],-10%,-48%,-2%,5,-2%
Cc1ccc(CSCc2nnc(SCC(=O)N3CCN(c4ccccc4)CC3)n2C)cc1,.,-12%,0%,-5%,2%,-14%,1%,-2,1%

# High-throughput results (PubChem BioAssay)

# These rows are one share of the data; rates above refer to the full screens.
